# Screens (PubChem)
# MT1-MMP act inh = MT1-MMP (human) activation inhibition | HT1080 RFP-PRO-GFP cells, GFP/RFP ratio fluorescence, overnight; percent of plate control window, DMSO zero | GFP/RFP ratio change, % at 20 µM | 0.061% of 360,000 active;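 active = GFP/RFP ratio change of at least 30% with cell ATP level not reduced by more than half and red fluorescence within 50% of control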; note: strong numbers were not always called active
#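 Assay system: HT1080 RFP-PRO-GFP cells. Benchmarks: DMSO vehicle wells and RFP-L50D-GFP reporter cell wells. Times: overnight cell settling, then overnight compound exposure, 37 °C, 5% CO2. Compound: 20 µM single dose, 1% DMSO. Read-out basis: GFP/RFP fluorescence ratio.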
# SKN-1 block = inhibitors of C. elegans SKN-1 | C. elegans VP596 Pgst-4::GFP/RFP ratio, acrylamide-induced, 24 h | inhibition, % at 21.8 µM | 0.49% of 360,000 active | AID 624304;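 active = interference check ratio from 0.5 to 1.5 plus GFP to RFP signal ratio inhibition reaching or exceeding a fixed threshold, cut at about 30% in these data, passing the limit was not always enough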; note: some compounds called inactive have numbers as strong as hits
# E coli Lon inh = inhibitors of E. coli Lon protease | inhibition, % at 7.94 µM | P0A9M0 | 0.42% of 360,000 active | purified E. coli Lon protease, fluorescence polarization; in the data active = inhibition above about 13%, passing the limit was not always enough;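 note: 0% = enzyme with probe and DMSO and 100% = no enzyme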
# FAS-TE inh = blocks the thioesterase domain of human fatty acid synthase. P49327. recombinant FAS-TE, OMFH fluorogenic substrate, fluorescence endpoint. inhibition, % at 15 µM. 0.67% of 360,000 active. AID 602261;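 active = compounds whose normalised, plate-corrected inhibition of enzyme fluorescence in the single-dose primary screen is 50% or more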;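 note: 0% = DMSO with enzyme and 100% = substrate without enzyme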
# Target sequence (P49327 whole entry, looked up, the tested form may be a part): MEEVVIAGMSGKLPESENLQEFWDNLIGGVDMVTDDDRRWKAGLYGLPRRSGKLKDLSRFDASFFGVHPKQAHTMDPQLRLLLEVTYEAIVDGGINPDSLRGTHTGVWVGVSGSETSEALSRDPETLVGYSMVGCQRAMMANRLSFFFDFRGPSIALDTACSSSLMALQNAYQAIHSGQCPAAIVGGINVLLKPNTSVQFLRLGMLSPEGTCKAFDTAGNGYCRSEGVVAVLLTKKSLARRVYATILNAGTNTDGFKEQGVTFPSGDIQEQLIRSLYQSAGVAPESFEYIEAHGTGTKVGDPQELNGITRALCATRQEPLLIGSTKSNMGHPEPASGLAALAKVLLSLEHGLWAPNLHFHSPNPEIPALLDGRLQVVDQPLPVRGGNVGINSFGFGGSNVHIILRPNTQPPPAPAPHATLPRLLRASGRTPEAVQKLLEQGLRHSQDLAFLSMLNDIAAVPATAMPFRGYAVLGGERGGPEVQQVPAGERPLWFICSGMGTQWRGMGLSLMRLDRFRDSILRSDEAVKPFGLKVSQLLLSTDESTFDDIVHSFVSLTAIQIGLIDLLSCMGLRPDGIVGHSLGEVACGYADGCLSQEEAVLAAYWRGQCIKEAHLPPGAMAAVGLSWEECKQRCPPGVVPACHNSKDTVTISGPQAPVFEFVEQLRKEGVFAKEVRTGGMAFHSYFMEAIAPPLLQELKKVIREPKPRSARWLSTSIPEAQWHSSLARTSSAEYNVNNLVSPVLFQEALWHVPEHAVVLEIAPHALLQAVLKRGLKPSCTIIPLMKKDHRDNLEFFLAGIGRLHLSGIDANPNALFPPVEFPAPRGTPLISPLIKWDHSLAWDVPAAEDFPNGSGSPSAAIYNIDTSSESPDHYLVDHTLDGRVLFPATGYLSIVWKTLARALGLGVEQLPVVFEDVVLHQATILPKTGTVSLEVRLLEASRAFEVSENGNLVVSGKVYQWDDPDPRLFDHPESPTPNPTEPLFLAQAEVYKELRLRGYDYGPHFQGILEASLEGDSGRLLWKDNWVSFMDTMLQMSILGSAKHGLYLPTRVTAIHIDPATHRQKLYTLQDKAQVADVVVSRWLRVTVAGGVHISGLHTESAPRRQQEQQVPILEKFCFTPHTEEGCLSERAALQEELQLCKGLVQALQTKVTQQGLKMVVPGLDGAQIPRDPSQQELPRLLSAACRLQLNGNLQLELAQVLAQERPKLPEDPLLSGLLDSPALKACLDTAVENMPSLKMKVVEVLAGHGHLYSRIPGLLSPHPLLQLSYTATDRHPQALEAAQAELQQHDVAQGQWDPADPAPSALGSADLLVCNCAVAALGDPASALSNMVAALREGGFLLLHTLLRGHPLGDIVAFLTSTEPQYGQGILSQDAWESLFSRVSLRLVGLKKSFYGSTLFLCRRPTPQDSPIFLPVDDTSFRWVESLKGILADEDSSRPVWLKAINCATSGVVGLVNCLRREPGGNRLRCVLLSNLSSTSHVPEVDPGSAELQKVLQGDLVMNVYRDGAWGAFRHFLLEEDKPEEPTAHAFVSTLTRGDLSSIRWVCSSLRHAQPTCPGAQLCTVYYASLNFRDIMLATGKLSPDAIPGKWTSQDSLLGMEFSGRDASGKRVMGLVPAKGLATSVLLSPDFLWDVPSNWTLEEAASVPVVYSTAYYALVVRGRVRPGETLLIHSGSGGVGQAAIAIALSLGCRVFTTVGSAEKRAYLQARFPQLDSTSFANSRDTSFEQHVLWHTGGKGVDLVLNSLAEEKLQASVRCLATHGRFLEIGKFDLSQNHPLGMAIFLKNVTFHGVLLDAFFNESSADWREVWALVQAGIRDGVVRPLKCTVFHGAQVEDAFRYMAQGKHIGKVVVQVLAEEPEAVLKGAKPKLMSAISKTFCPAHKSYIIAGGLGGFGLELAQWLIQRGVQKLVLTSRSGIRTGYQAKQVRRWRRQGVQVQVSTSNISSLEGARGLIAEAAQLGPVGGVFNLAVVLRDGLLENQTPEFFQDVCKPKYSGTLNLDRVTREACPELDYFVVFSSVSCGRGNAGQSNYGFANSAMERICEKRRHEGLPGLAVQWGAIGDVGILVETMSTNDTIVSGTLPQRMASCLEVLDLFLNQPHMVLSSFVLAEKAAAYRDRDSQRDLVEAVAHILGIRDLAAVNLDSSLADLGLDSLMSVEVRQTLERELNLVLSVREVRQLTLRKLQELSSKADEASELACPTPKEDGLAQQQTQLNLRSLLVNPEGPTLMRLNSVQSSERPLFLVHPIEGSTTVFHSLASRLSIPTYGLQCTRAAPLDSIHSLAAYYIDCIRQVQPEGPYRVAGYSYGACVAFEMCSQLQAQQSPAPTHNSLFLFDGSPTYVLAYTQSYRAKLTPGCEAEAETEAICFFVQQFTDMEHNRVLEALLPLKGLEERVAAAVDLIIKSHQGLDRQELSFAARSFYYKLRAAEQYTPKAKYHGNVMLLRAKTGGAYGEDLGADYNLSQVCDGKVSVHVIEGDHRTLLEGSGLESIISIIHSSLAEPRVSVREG
# MLLE-PAM2 inh = blocks PAM2 peptide binding to the PABP1 MLLE domain; P11940; GST-MLLE / FITC-PAM2 fluorescence polarization; inhibition, % at 20 µM; 0.36% of 360,000 active; AID 588489; in the data active = inhibition above about 35%, passing the limit was not always enough;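 note: plate controls were DMSO wells with GST-MLLE for no effect and wells lacking GST-MLLE protein for full effect; some results filed as inactive read as strong as hits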
# MsrA act = activators of bovine methionine sulfoxide reductase A. purified bovine MsrA, absorbance read-out. 0.3% of 360,000 active. activation, % at 10.6 µM; in the data active = activation above about 7.5%;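 note: 0% = vehicle and 100% = reference activator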
# CendR NRP1 mod = modulators of CendR peptide binding to human neuropilin-1. O14786. FAM-RPARPAR peptide binding to NRP-1, fluorescence polarization. inhibition, % at 25 µM. 0.85% of 360,000 active. AID 602438;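 active = inhibition or corrected inhibition above about 18%, plus a signal ratio from 0.5 to 1.5, limit read from the data, passing the limit was not always enough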; note: strong numbers were not always called active
# Rin1 Abl inh = blocks binding of human Rin1 to Abl | P00519+Q13671 | TR-FRET Rin1/Abl binding, biochemical | inhibition, % at 7.35 µM | 0.4% of 360,000 active | AID 588664; in the data active = inhibition above about 5%, passing the limit was not always enough
# Neddylation inh = cullin neddylation inhibition; P61081+Q13564; TR-FRET cullin neddylation, biochemical; calls only at 25 µM; 0.58% of 360,000 active; AID 651699; in the data active = inhibition above about 36%
# Numbers without * were called inactive; i = inactive; · = no result given.
SMILES,MT1-MMP act inh,SKN-1 block,E coli Lon inh,FAS-TE inh,MLLE-PAM2 inh,MsrA act,CendR NRP1 mod,Rin1 Abl inh,Neddylation inh
O=C(Cn1cc([N+](=O)[O-])cn1)N1CCCc2ccccc21,-2,5,-5,3,6,-2,-9,-5,i
Cc1ccc2c(c1)cc1c(=O)n(CC(=O)N3CCCC3)nc(C)n12,3,5,-3,-8,6,-3,6,0,i
C=COCCNC(=S)N1CCOCCOCCN(C(=S)NCCOC=C)CCOCCOCC1,·,-5,1,-5,-107,-16,6,1,i
CCOC(=O)[C@H]1[C@H]2COc3ccccc3[C@@H]2N2C(=O)c3ccc(Cl)cc3NC(=O)[C@@]12C,2,30,-8,15,12,-2,9,2,i
C/C(N)=C(/C#N)C(=O)CSc1nnc(Nc2ccccc2C)s1,0,-10,-5,-10,2,-3,2,-1,i
COc1cc(C(C)=O)ccc1OCC(=O)OC(C)C(=O)c1ccc(F)cc1 (centres undefined),1,-9,-1,-1,21,-2,-7,-4,i
C=CCCCN(Cc1ccccc1)S(=O)(=O)c1ccccc1Br,0,8,-14,19,0,-9,8,-1,i
O=C1C=C(c2cccc(Br)c2)C[C@@H](c2ccc(Cl)cc2)C1,2,19,6,28,13,-3,10,0,i
CC1(C)CC(=O)C2=C(C1)OC(N)=C(C#N)C2c1ccsc1 (centres undefined),-4,-19,5,-5,3,-2,8,-4,i
C=CCOc1ccc(/C=N/N2C(=O)C(CC(=O)Nc3ccc(F)cc3F)SC2=NC)cc1 (centres undefined),1,-6,-7,8,-3,-3,-11,-2,i
COc1ccc(OCC(O)Cn2c(=N)n(CCN3CCOCC3)c3ccccc32)cc1 (centres undefined),-6,-6,-3,-10,3,-8,-2,-1,i
Cc1cc(NC(=O)CCC(=O)N(CC(=O)NCC2CCCO2)Cc2ccc(F)cc2)no1 (centres undefined),0,1,7,-5,10,-4,-8,2,i
CCCCC(=O)Nc1ccc(N2CCN(c3ccc(F)cc3)CC2)cc1,4,8,5,-6,1,-4,8,1,i
COc1cccc(NC(=O)N2CCCC(C(=O)Nc3ccccc3OC)C2)c1 (centres undefined),3,20,1,-5,-8,-5,-2,3,i
CCOC(CCNC(=O)CCC(=O)Nc1ccc2nc(N3CCN(C)CC3)cc(C)c2c1)OCC,-4,3,-3,-6,6,-2,-6,2,i
CC(NC(=O)c1ccccc1Cl)C(=O)NCc1cccs1 (centres undefined),-3,28,9,-10,14,-4,6,0,i
O=C(COC(=O)CNC(=O)c1cccc(Br)c1)Nc1nnc(-c2ccccc2)o1,2,-1,-11,-4,-6,-4,-1,0,i
O=C(CSc1nc2cc(Cl)ccc2c(=O)n1Cc1ccco1)Nc1ccc(S(=O)(=O)N2CCOCC2)cc1,2,10,-11,88*,4,-6,-9,-2,i
Cc1cccc(C)c1NC(=O)NC1(C(=O)NCc2ccncc2)CCCCC1,-3,8,1,-2,9,0,-1,0,i
Cc1cccc(NC(=O)CN(C)S(=O)(=O)c2cccs2)c1,-3,4,-7,-5,-11,-6,-5,-1,i

# Looked up above.
# `C=COCCNC(=S)N1CCOCCOCCN(C(=S)NCCOC=C)CCOCCOCC1` – CendR NRP1 mod: 6
# `COc1cc(C(C)=O)ccc1OCC(=O)OC(C)C(=O)c1ccc(F)cc1` (centres undefined) – FAS-TE inh: -1

# (further entries)
SMILES,MT1-MMP act inh,SKN-1 block,E coli Lon inh,FAS-TE inh,MLLE-PAM2 inh,MsrA act,CendR NRP1 mod,Rin1 Abl inh,Neddylation inh
Cc1ccc(S(=O)(=O)c2nc(C(C)(C)C)oc2N2CCOCC2)cc1,2,4,9,-8,27,-6,5,6,i
COc1ccc(NC(=O)CSc2nnnn2C2CCCCC2)c(OC)c1,-3,-4,4,-1,1,-3,7,-2,i
CCN(CC)CCNC(=O)c1cc2cc(Br)ccc2s1,4,-3,6,-2,7,-6,2,-2,i
O=C(O)CCC(=O)N1CN2CN(C(=O)CCC(=O)O)CC([N+](=O)[O-])(C2)C1,-1,4,-5,-3,1,0,11,0,i
O=C(NCc1cn2ccsc2n1)Nc1cccc(Cl)c1,-1,-19,-5,-1,-6,-2,-3,-2,i
CCCCNC(=O)C1CC(c2cccc(F)c2)=NO1 (centres undefined),0,20,-3,-2,13,-2,6,4,i
NC(=S)N/N=C1\CC(n2nnn(-c3cccc(Cl)c3)c2=S)C2COC1O2 (centres undefined),4,3,2,6,28,-2,-9,-37,i
CC(C(=O)NCc1ccco1)n1nc(-c2ccccc2)c2cc(Cl)ccc21 (centres undefined),0,-7,0,0,-6,-6,-22,-1,i
COc1ccc(CNC(=O)CN2CCC(NC(=O)c3cccc(OC)c3)CC2)cc1,2,-8,7,-1,-1,-8,13,5,i
Cc1csc2ncnc(N3CCN(C(=S)Nc4ccc(C(F)(F)F)cc4)CC3)c12,-1,-2,-1,42,-85,0,6,-2,i
O=C(NCCCN1CCOCC1)Nc1ccc(Cc2ccc(NC(=O)NCCCN3CCOCC3)cc2)cc1,4,10,-5,-11,-5,-1,23,-1,i
Cc1ccc2[nH]c(O)c(N=O)c2c1,0,-2,-7,-34,7,4,-19,-4,i
COc1ccc(-c2nnn(-c3cc(Cl)cc(Cl)c3)c2N)cc1,5,0,-4,4,8,-1,8,0,i
S=c1[nH]nc(COc2ccccc2)n1/N=C/c1c(Cl)cccc1Cl,-2,-4,-3,2,-97,0,10,0,i
COCCNC(=O)c1ccccc1NC(=O)c1cccc([N+](=O)[O-])c1C,0,7,1,3,-2,-3,-10,2,i
O=C(CSc1nc2ncccc2[nH]1)NC1CCCC1,1,4,-10,-4,23,-1,4,0,i
Cc1ccc(CC2CC(=O)N(c3ccc(Cl)cn3)C2=O)cc1 (centres undefined),-4,8,3,-2,-1,-2,13,-1,i
Cc1ccc2c(c1)CC1(CN2C)C(=O)OC(C)(C)OC1=O,1,-2,-1,14,7,0,-10,-5,i
COc1ccccc1N(CC(=O)Nc1ccccc1C(=O)N1CCCC1)S(C)(=O)=O,-2,19,2,-4,0,-3,6,0,i
O=C(COc1ccc(Br)cc1Br)NN1C(=O)c2ccccc2C1=O,-1,-7,10,10,6,2,-4,-2,i
CC(=O)c1cccc(NS(=O)(=O)c2ccc(NC(=O)N3CCCCC3)cc2)c1,7,7,7,-2,-15,-4,21,-3,i
Cc1ccnc(NS(=O)(=O)c2ccc3ccccc3c2)n1,-3,18,-1,0,-4,-3,-2,0,i
CCC(=O)Nc1ccc(C(=O)NNC(=O)CCCCC(=O)NNC(=O)c2ccc(NC(=O)CC)cc2)cc1,3,1,-11,-1,1,-10,-6,2,i
O=C(Nc1ccn(Cc2c(F)c(F)cc(F)c2F)n1)c1ccc(COc2ccc(Cl)cc2Cl)o1,-8,2,4,30,2,-4,-23,-5,i
Cc1cc(C(=O)COC(=O)c2cccc(S(=O)(=O)N(C)C)c2)c(C)n1CC1CCCO1 (centres undefined),2,9,-5,-1,-5,-3,-3,1,i
CCCc1cc2c(c(NC(C)=O)n1)c(=O)oc1ccccc12,-8,26,2,-6,5,-11,-2,1,i
Cc1cccc(NC(=O)c2cc(Cl)sc2Cl)c1C,6,-12,-4,-16,5,-3,-11,-2,i
CCCN(CC1CC1)C(=O)CCc1nnc(C(OC)c2ccccc2)o1 (centres undefined),0,2,2,-9,26,-2,-13,3,i
CCOCCc1c(O)nc(SC)[nH]c1=O,-2,4,1,-5,-5,-2,9,-2,i
CCCCN1C(=O)C(CC(=O)NC2CCCCC2)CC(C(=O)N(C)C)=C1C (centres undefined),4,-10,-5,-12,-2,-5,0,-1,i
Cc1ccccc1N1CCN(C2CCCN(C(=O)c3ocnc3C)C2)CC1 (centres undefined),3,-9,-9,1,0,-5,19,4,i
CC12CC3(C)CC(C)(C1)CC(C(=O)NCCc1ccc(S(N)(=O)=O)cc1)(C2)C3,-2,9,-5,3,14,-2,7,-2,i
COC(=O)c1ccc(COC(=O)c2ccc(SC)cc2OC)cc1,0,-3,-6,30,9,-1,2,3,i
CCc1nc2ccc(C(=O)Nc3ccc(OC)c(OC)c3)cn2c1N(CC)Cc1ccc(OC)c(OC)c1,3,-2,12,-2,3,-3,-7,1,i
CCNS(=O)(=O)c1ccc(NC(=O)Nc2ccccc2OC)cc1,5,12,-9,0,10,-3,0,2,i
CCCCOc1ccccc1NC(=O)CC1Nc2ccccc2NC1=O (centres undefined),-15,4,-23,9,-18,-3,-32,-3,i
CSc1ccc(C(=O)C2CCCN(C(=O)c3nn(C)c(=O)c4ccccc34)C2)cc1 (centres undefined),2,-4,-3,-6,9,-5,0,5,i
CCOC(=O)c1c(C)[nH]c(C(=O)NNC(=O)c2ccccc2F)c1C,-2,9,-13,-4,18,-7,-3,2,i
CCOc1ccccc1N(CC(=O)N1CCCC1)S(C)(=O)=O,-1,10,2,-5,-14,-2,4,-3,i
CCOCCc1nnc(NC(=O)Cc2ccc(Br)cc2)s1,-4,24,7,-4,2,-2,-1,-1,i

# One compound at a time, as listed above. Values in the order: MT1-MMP act inh	SKN-1 block	E coli Lon inh	FAS-TE inh	MLLE-PAM2 inh	MsrA act	CendR NRP1 mod	Rin1 Abl inh	Neddylation inh
# Shown for `CCCCN1C(=O)C(CC(=O)NC2CCCCC2)CC(C(=O)N(C)C)=C1C` (centres undefined) → 4	-10	-5	-12	-2	-5	0	-1	i
# Shown for `O=C(Nc1ccn(Cc2c(F)c(F)cc(F)c2F)n1)c1ccc(COc2ccc(Cl)cc2Cl)o1` → -8	2	4	30	2	-4	-23	-5	i
# Shown for `CCCN(CC1CC1)C(=O)CCc1nnc(C(OC)c2ccccc2)o1` (centres undefined) → 0	2	2	-9	26	-2	-13	3	i
# Shown for `COC(=O)c1ccc(COC(=O)c2ccc(SC)cc2OC)cc1` → 0	-3	-6	30	9	-1	2	3	i
# Shown for `CCOc1ccccc1N(CC(=O)N1CCCC1)S(C)(=O)=O` → -1	10	2	-5	-14	-2	4	-3	i

# Later entries.
SMILES,MT1-MMP act inh,SKN-1 block,E coli Lon inh,FAS-TE inh,MLLE-PAM2 inh,MsrA act,CendR NRP1 mod,Rin1 Abl inh,Neddylation inh
COc1cccc(NC(=O)C(=O)NCCCN2CCCC2=O)c1,2,2,4,-9,4,-4,-9,2,i
CC(C)N(C)S(=O)(=O)c1ccc(Cl)c(C(=O)O)c1,0,10,-12,-1,8,-3,4,-2,i
O=C(CSCCO)Nc1ccccc1,16,5,-21,-4,5,-1,3,3,i
Cc1cc(-c2ccc(C)c(S(=O)(=O)NCc3cccc(Br)c3)c2)on1,4,11,-11,23,4,-4,6,-1,i
NC(=O)CN1CCN(C(=O)NC2CCCCC2)CC1,3,6,-1,-5,-13,-1,-13,1,i
CCOC(=O)CSc1nnc(-c2ccccc2)c(=O)[nH]1,4,-16,-9,-7,12,-6,-8,-1,i
O=C(CSc1ncn[nH]1)Nc1ccccc1C(=O)O,1,5,-7,-8,-2,-7,-6,4,i
N#CCCSc1ncnc2c1oc1ccccc12,-10,4,-9,0,-32,-1,-8,i,i
O=C(COC(=O)c1cccs1)Nc1ccccc1C(F)(F)F,0,-4,3,-3,4,-3,-19,1,i
CCCCn1c(N)c(N(CCC(C)C)C(=O)COC(=O)/C=C/c2ccc(F)cc2)c(=O)[nH]c1=O,0,-5,-6,-11,-7,-9,1,1,i
Cc1oc2cc3oc(=O)c(CCC(=O)NCCCN4CCOCC4)c(C)c3cc2c1C,11,-2,-6,0,-4,-1,7,-1,·
Cc1ccc(S(=O)(=O)NNC(=O)CCC(=O)Nc2ccc(C)c(C)c2)cc1,1,3,3,-7,-16,-2,11,1,i
CC(=O)C1=C(O)C(=O)N(CCc2c[nH]c3ccccc23)C1c1cccc(O)c1 (centres undefined),1,8,-5,-3,2,-7,0,3,i
COc1ccc(S(=O)(=O)N2CCOC2CNC(=O)C(=O)NCc2ccco2)cc1OC (centres undefined),-1,-13,2,-6,5,-2,-6,-1,i
Oc1ccccc1N1CCN(c2nnnn2-c2ccccc2)CC1,-2,6,-7,-4,-5,-1,1,1,i
